From PubChem BioAssay
PI5P4Ka inh – PI5P4K alpha (human) kinase inhibition; P48426; PI5P4Kalpha enzyme, ADP-Glo luminescence, 60 min; stronger effect = lower value; max response, %; actives 1.2% (n = 330,000); AID 652105; active means max response of -50% or lower; inconclusive means between -30% and -50%; inactive means -30% or higher; further: value at the top dose of about 77 µM; on the % scale 0 is the no-effect control and ±100 the full control effect
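Reactions run in 0.038 M HEPES pH 7.4, 0.28 mM EGTA, 0.1% CHAPS and 5% DMSO, with PI5P4Kalpha, substrate, compound and 5 microM ATP final, one hour at room temperature. Readout is ADP-Glo luminescence.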
IL-2 act – activators of IL-2 | actives 0.065% (n = 360,000) | AID 652025 | IL-2 activation reporter assay, cell-based qHTS; stimulated with anti-CD3/CD4/CD28 beads; in transgenic mouse T cells | activation, % (series mostly up to about 46 µM); in the data active means activation above about 50%; inconclusive means mostly about 30% to 49%; further: 0% is about no effect
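Using fluorescent plate cytometry, EGFP and DsRed are detected in transgenic mouse T cells stimulated 18 h at 37 degrees C with antibody-coated beads after 60 min compound pretreatment.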
PTHR1 agonist – agonists of human PTHR1 parathyroid hormone receptor | Potency, µM (titrated, usually from 115 µM), without a hit: top-dose activation, hits mostly activators | Q03431 | actives 0.075% (n = 410,000) | HEK293 GP2 PTHR1 cells, GloSensor cAMP luminescence, 1 h | AID 743266; further: potency means the concentration at half of the fitted maximal effect; nearly all actives have a fitted effect of over 55% in size; some results filed as inactive show a strong effect at the top dose; inactives centre near -15; many of its hits are not listed in these tables
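HEK-293-derived GP2 cells expressing PTHR1 and a GloSensor cAMP reporter, 3,000/well, plated overnight, given luciferin plus IBMX (each 0.5 mM as added) for 1 h at 37 °C, then compound for 1 h at 37 °C. Luminescence was read after 15 min at room temperature.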
GLP-1R agonist – activates the human GLP-1 receptor | P43220 | HEK293 GLP-1R CRE-luciferase, luminescence, 4-6 h; cells express a hypersensitive GLP-1R form | Potency, µM (series often up to 45.6 µM), for inactives: at the top dose activation, actives largely listed as activators | actives 0.007% (n = 380,000); further: potency means the concentration at half of the fitted maximal effect; % of control where 0% means no effect
Target sequence (P43220 whole entry, looked up): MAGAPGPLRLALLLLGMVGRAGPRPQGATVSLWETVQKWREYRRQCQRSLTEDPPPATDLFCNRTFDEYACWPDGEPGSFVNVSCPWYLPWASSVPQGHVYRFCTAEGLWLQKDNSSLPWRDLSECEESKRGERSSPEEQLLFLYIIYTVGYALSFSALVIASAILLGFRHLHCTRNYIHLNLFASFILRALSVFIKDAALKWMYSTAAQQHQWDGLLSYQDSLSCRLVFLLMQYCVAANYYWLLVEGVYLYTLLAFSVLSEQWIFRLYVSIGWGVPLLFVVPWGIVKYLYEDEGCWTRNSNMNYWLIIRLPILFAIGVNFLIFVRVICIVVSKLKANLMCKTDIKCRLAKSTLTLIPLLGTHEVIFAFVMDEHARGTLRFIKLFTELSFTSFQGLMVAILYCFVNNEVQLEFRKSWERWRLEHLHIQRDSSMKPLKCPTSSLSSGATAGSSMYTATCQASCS
EPAC1 antagonist – antagonists of human EPAC1 | O95398 | EPAC1 GEF assay, Rap1b-BODIPY-GDP exchange fluorescence | AID 720709 | Potency, µM (series often up to 115 µM), for inactives: at the top dose activity change, negative = inhibition, most hits filed as inhibitors | actives 0.14% (n = 360,000);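 further: potency means the concentration at half of the fitted maximal effect; plate controls were vehicle for no effect and positive control for full effect; nearly all actives have a fitted effect of over 50% in size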
GLP1R cytotox – cytotoxic in the GLP-1 receptor inverse agonist counter-screen; HEK293 cAMP-luciferase reporter cells, luminescence, 24 h; Potency, µM (titrated, usually from 38.3 µM), for inactives: at the top dose activity change, negative = inhibition, hits mostly inhibitors; actives 0.13% (n = 410,000);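 further: loss of luciferase light is scored as toxicity; potency means the concentration at half of the fitted maximal effect; on the % scale 0 is the no-effect control and ±100 the full control effect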
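Step one: seed cells (200 cells/uL, DMEM with 10% Nu serum, 1% pen-strep). Step two: 12-hour incubation at 37 deg C. Step three: pin 23 nL compound, incubate 24 hr. Step four: add luciferase reagent, read luminescence 12 min later.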
PLK1 PBD block – blocks phosphopeptide binding to human PLK1 polo-box domain; P53350; Plk1 PBD binding of FITC phosphopeptide, fluorescence polarization; Potency, µM, inactives show max response, negative = inhibition, most hits filed as inhibitors; actives 2.8% (n = 360,000); further: potency means the concentration at half of the fitted maximal effect; series mostly up to about 57 µM; on the % scale 0 is the no-effect control and ±100 the full control effect; nearly all actives have a fitted effect of over 65% in size
Target sequence (P53350 whole entry, looked up, the tested form may be a part): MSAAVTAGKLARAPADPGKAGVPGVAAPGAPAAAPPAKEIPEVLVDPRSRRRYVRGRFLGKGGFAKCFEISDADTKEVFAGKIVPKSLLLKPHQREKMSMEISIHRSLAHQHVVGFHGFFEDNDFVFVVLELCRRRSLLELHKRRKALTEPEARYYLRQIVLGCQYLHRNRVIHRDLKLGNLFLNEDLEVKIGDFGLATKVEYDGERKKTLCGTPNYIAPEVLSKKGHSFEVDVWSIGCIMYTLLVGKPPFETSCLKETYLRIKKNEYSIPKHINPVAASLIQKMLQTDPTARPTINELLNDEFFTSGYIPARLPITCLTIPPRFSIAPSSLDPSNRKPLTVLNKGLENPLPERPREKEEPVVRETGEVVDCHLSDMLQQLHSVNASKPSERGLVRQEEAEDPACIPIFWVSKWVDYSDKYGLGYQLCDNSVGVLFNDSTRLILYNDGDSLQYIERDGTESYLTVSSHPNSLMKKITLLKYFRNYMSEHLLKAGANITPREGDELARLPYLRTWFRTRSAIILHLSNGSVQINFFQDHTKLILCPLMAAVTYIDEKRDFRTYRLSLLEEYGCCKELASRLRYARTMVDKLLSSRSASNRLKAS
GLP-1R inv ag – acts as inverse agonist at human GLP-1 receptor; AID 624417; actives 1.6% (n = 410,000); P43220; HEK293 GLP-1R CRE-luciferase, luminescence, 24 h; GLP-1R form is constitutively active; Potency, µM (highest dose often 38.3 µM), inactives show at the top dose activity change, negative = inhibition, most hits filed as inhibitors; further: potency means the concentration at half of the fitted maximal effect; on the % scale 0 is the no-effect control and ±100 the full control effect; nearly all actives have a fitted effect of over 55% in size
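Inverse agonists were sought by their lowering of basal cAMP reporter luciferase output in HEK293 cells stably carrying constitutively active human GLP-1R, after 24 h compound treatment.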
EPAC1 agonist – agonists of human EPAC1; EPAC1 agonist qHTS, biochemical assay; response scale: 100% = response to 6.5 mM cAMP; O95398; actives 0.073% (n = 360,000); Potency, µM (series often up to 154 µM), for the others: top-dose activation, usual class: activators; further: potency means the concentration at half of the fitted maximal effect; nearly all actives have a fitted effect of over 60% in size
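Multi-concentration qHTS readout: loss of Rap1B-bound BODIPY-GDP fluorescence driven by 100 nM EPAC1 with excess GDP (50 uM), monitored kinetically at room temperature; agonist response expressed relative to 6.5 mM cAMP.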
Starred values were filed as active, the others as inactive; [ ] = remark or other dose. Unless noted, the call rests on the fitted dose curve; in most records, active means well fitted curve in the direction sought with a large enough effect; inconclusive means small, poorly fitted or top-dose-only effect, or another doubt; inactive means no such curve, though single readings can be large; an effect the other way counts as inactive or inconclusive.

CN1CCN(C2=Cc3ccc(Cl)cc3Sc3ccc(F)cc32)CC1 was read as PI5P4Ka inh 22, IL-2 act -3.4, PTHR1 agonist -9%[57.5 µM], GLP-1R agonist -23%, EPAC1 antagonist -14%, GLP1R cytotox -25%, PLK1 PBD block -9%, GLP-1R inv ag inconclusive and EPAC1 agonist 3%.
Screening CC(C)c1cc(C(=O)NCc2ccco2)no1 returned PI5P4Ka inh -26, IL-2 act -1.3, PTHR1 agonist -11%, GLP-1R agonist 1%, EPAC1 antagonist -19%, GLP1R cytotox 5%, PLK1 PBD block -9%, GLP-1R inv ag -9% and EPAC1 agonist -20%.
For CCOC(=O)C1CCN(C(=O)c2cc3cc(F)ccc3[nH]2)CC1 the results were PI5P4Ka inh 6, IL-2 act 0.7, PTHR1 agonist inactive, GLP-1R agonist 11%, EPAC1 antagonist -6%, GLP1R cytotox -8%, PLK1 PBD block -2%, GLP-1R inv ag -19% and EPAC1 agonist 3%.
Screening Cc1sc2ncnc(N3CCC(C)CC3)c2c1C returned PI5P4Ka inh 3, IL-2 act -2.3, PTHR1 agonist -14%[57.5 µM], GLP-1R agonist 9%, EPAC1 antagonist -1%, GLP1R cytotox 0%, PLK1 PBD block 0%, GLP-1R inv ag inconclusive and EPAC1 agonist 4%.
Cc1cccc(C)c1N(CC(=O)Nc1cccc(N(C)S(C)(=O)=O)c1)S(C)(=O)=O was read as IL-2 act -1.1, PTHR1 agonist inconclusive, GLP-1R agonist 7%, EPAC1 antagonist -1%, GLP1R cytotox -3%, PLK1 PBD block 2%, GLP-1R inv ag 0% and EPAC1 agonist -7%.
Screening C/C(CC(=O)N(C(C)C)C(C)C)=N\NC(=O)COc1ccc(Br)cc1Br returned PI5P4Ka inh 5, IL-2 act -2.7, PTHR1 agonist -17%, GLP-1R agonist 9%, EPAC1 antagonist -14%, GLP1R cytotox 15%, PLK1 PBD block -6%, GLP-1R inv ag -5% and EPAC1 agonist 13%.
Screening CCCC(C(=O)NC(C)(C)C)N(CC1CCCO1)C(=O)c1snc(C(N)=O)c1N (stereo not drawn) returned PI5P4Ka inh 4, IL-2 act 0.4, PTHR1 agonist inactive, GLP-1R agonist 0%, EPAC1 antagonist 3%, GLP1R cytotox 2%, PLK1 PBD block -4%, GLP-1R inv ag 5% and EPAC1 agonist 2%.
`O=S(=O)(c1ccc2[nH]c3c(c2c1)CCCC3)N1CCCCC1` gave PI5P4Ka inh 0, IL-2 act 0.4, PTHR1 agonist -34%[inhibitor], GLP-1R agonist -1%, EPAC1 antagonist -5%, GLP1R cytotox -26%, PLK1 PBD block 2%, GLP-1R inv ag inconclusive and EPAC1 agonist -1%.
`N#C/C(=C/c1ccc(CNS(=O)(=O)c2ccccc2)o1)C(N)=O` gave PI5P4Ka inh 5, IL-2 act -0.1, PTHR1 agonist -15%, GLP-1R agonist 6%, EPAC1 antagonist -6%, GLP1R cytotox 31%[activator], PLK1 PBD block -4%, GLP-1R inv ag 14% and EPAC1 agonist -1%.
Screening CN(Cc1ccccc1)c1ccc(N2C(=O)CCCC2=O)cc1[N+](=O)[O-] returned PI5P4Ka inh -8, IL-2 act 1.1, PTHR1 agonist -7%, GLP-1R agonist 1%, EPAC1 antagonist -16%, GLP1R cytotox -23%, PLK1 PBD block -15%, GLP-1R inv ag -4% and EPAC1 agonist -2%.
Screening CN(C)Cc1c(O)ccc2oc(Cc3ccccc3)cc12 returned PI5P4Ka inh -2, IL-2 act -2.9, PTHR1 agonist inactive, GLP-1R agonist 7%, EPAC1 antagonist 15%, GLP1R cytotox -18%, PLK1 PBD block 0%, GLP-1R inv ag inconclusive and EPAC1 agonist 1%.
`Cc1cn([C@H]2C[C@H](O)[C@@H](CNCc3cccn3-c3nccs3)O2)c(=O)[nH]c1=O` gave PI5P4Ka inh 4, IL-2 act -3.1, PTHR1 agonist inactive, GLP-1R agonist -4%, EPAC1 antagonist 9%, GLP1R cytotox 1%, PLK1 PBD block -4%, GLP-1R inv ag 16% and EPAC1 agonist -12%.
c1ccc(CN(Cc2ccccc2)c2nn[nH]n2)cc1 was read as PI5P4Ka inh 0, IL-2 act 1.9, PTHR1 agonist inactive, GLP-1R agonist -5%, EPAC1 antagonist 2%, GLP1R cytotox 17%, PLK1 PBD block -4%, GLP-1R inv ag 9% and EPAC1 agonist 3%.
Screening Cc1ccc(SCC(=O)NCCSC(C)(C)C)cc1 returned PI5P4Ka inh -3, IL-2 act -1.9, PTHR1 agonist -9%, GLP-1R agonist 2%, EPAC1 antagonist 7%, GLP1R cytotox 2%, PLK1 PBD block -2%, GLP-1R inv ag -4% and EPAC1 agonist -4%.
`Cn1c(=O)c2c(nc(N3CCCCCC3)n2CCSc2nc3ccccc3o2)n(C)c1=O` gave PI5P4Ka inh -9, IL-2 act -1.2, PTHR1 agonist inactive, GLP-1R agonist -2%, EPAC1 antagonist -8%, GLP1R cytotox -2%, PLK1 PBD block -8%, GLP-1R inv ag 10% and EPAC1 agonist 8%.
For C=CC1=C2C=C(C3CC3)N(CC3CC3)C=C2C(=O)C(C)(OC(=O)c2ccco2)C1=O (stereo not drawn) the results were PI5P4Ka inh -3, IL-2 act -2.4, PTHR1 agonist -5%, GLP-1R agonist -5%, EPAC1 antagonist -5%, GLP1R cytotox -4%, PLK1 PBD block -23%, GLP-1R inv ag 4% and EPAC1 agonist 0%.
For CC(C)(C)c1ccc(C(=O)Nc2c(C(=O)c3ccc(F)cc3)oc3ccccc23)cc1 the results were PTHR1 agonist inactive, GLP-1R agonist 4%, GLP1R cytotox -3% and GLP-1R inv ag 0%.
COc1cccc(/C=C/c2[nH]c(=O)[nH]c(=O)c2[N+](=O)[O-])c1O was read as PI5P4Ka inh -90*, IL-2 act -4.6, PTHR1 agonist -30%, GLP-1R agonist 0%, EPAC1 antagonist -2%, GLP1R cytotox -1%, PLK1 PBD block inconclusive, GLP-1R inv ag 4% and EPAC1 agonist 3%.
Screening COc1ccc(C(=O)Cn2nnc(-c3ccccc3F)n2)cc1 returned IL-2 act -2.1, PTHR1 agonist 9%[57.5 µM], GLP-1R agonist 18%, EPAC1 antagonist -7%, GLP1R cytotox 27%, PLK1 PBD block -3%, GLP-1R inv ag 0% and EPAC1 agonist 23%.
Screening O=C(COC(=O)COc1ccccc1)Nc1ccc(OC(F)(F)F)cc1 returned PI5P4Ka inh 12, IL-2 act 2.7, PTHR1 agonist inactive, GLP-1R agonist 1%, EPAC1 antagonist -4%, GLP1R cytotox 0%, PLK1 PBD block 4%, GLP-1R inv ag 0% and EPAC1 agonist -1%.
Fc1ccccc1CN1CCC(Cc2ccccc2)CC1 was read as PI5P4Ka inh 3, IL-2 act 0.7, PTHR1 agonist inconclusive, GLP-1R agonist 0%, EPAC1 antagonist -23%, GLP1R cytotox 4%, PLK1 PBD block -9%, GLP-1R inv ag inconclusive and EPAC1 agonist 4%.
`C#CCOCCOCCOCCNc1nc(N2CCOCC2)nc(N2CCN(C(=O)CCCCCCCCCCNC(=O)[C@@H]([C@H](C)O)n3cc(C)nn3)CC2)n1` gave PI5P4Ka inh -6, IL-2 act -0.6, PTHR1 agonist 8%, GLP-1R agonist 21%, EPAC1 antagonist -5%, GLP1R cytotox 10%, PLK1 PBD block -25%, GLP-1R inv ag -5% and EPAC1 agonist 7%.
`O=C(C1=NOC2(C1)C(=O)Nc1ccccc12)N1CCCC1` (stereo not drawn) gave PI5P4Ka inh 0, IL-2 act 1.5, PTHR1 agonist -18%, GLP-1R agonist 2%, EPAC1 antagonist -5%, GLP1R cytotox 3%, PLK1 PBD block -7%, GLP-1R inv ag 13% and EPAC1 agonist 6%.
Cc1ccoc1C(=O)Nc1cccc2ccccc12 was read as PI5P4Ka inh -6, IL-2 act 1.0, PTHR1 agonist -42%[inhibitor], GLP-1R agonist 0%, EPAC1 antagonist 12%, GLP1R cytotox -9%, PLK1 PBD block -12%, GLP-1R inv ag -10% and EPAC1 agonist -8%.
Screening CSc1nc2c(c(=O)[nH]1)C(c1ccc(Br)cc1)CC(=O)N2 (stereo not drawn) returned PI5P4Ka inh 0, IL-2 act 3.8, PTHR1 agonist -21%, GLP-1R agonist -1%, EPAC1 antagonist -14%, GLP1R cytotox -1%, PLK1 PBD block 1%, GLP-1R inv ag 7% and EPAC1 agonist 2%.
For Cc1ccccc1NC(=O)Nc1cnccn1 the results were PI5P4Ka inh 0, IL-2 act -4.5, PTHR1 agonist inactive, GLP-1R agonist 3%, EPAC1 antagonist -12%, GLP1R cytotox -8%, PLK1 PBD block -5%, GLP-1R inv ag 22% and EPAC1 agonist 7%.
Screening COc1ccc(CSC2=NCCN2)cc1Br returned PI5P4Ka inh 2, IL-2 act -3.0, PTHR1 agonist -34%, GLP-1R agonist 12%, EPAC1 antagonist -4%, GLP1R cytotox -7%, PLK1 PBD block -16%, GLP-1R inv ag 1% and EPAC1 agonist 9%.
Screening CN1CCN(S(=O)(=O)c2cccc([N+](=O)[O-])c2)CC1 returned IL-2 act -2.8, PTHR1 agonist inactive, GLP-1R agonist -12%, EPAC1 antagonist 10%, GLP1R cytotox -4%, PLK1 PBD block -5%, GLP-1R inv ag 3% and EPAC1 agonist 6%.
For COc1ccc2[nH]cc(CCNS(=O)(=O)c3ccccc3)c2c1 the results were PI5P4Ka inh 2, IL-2 act 0.7, PTHR1 agonist -12%, GLP-1R agonist 10%, EPAC1 antagonist -25%, GLP1R cytotox 9%, PLK1 PBD block -6%, GLP-1R inv ag -4% and EPAC1 agonist 2%.
Screening CCCc1nc2ccccc2n1CCOC returned PI5P4Ka inh 9, IL-2 act 4.3, PTHR1 agonist inactive, GLP-1R agonist 10%, EPAC1 antagonist -16%, GLP1R cytotox -8%, PLK1 PBD block -4%, GLP-1R inv ag -6% and EPAC1 agonist 3%.

Some of the compounds tested; rates above refer to the full screens.
